AID2073 = disruptors of CaV2.2 binding to Mint1 – biochemical, HTRF (AID 2073); 290,000 tested, 0.19% active; HTRF protein-protein interaction, Mint1-CaV2.2; higher % means a stronger effect; inhibition, % at 20 µM, or IC50 in µM where a hit was titrated; in the data active = inhibition mostly above about 51%, no sharp cut-off; also: some results filed as inactive read as strong as hits
Dengue-2 NS5 capping = flavivirus cap methylation enzyme inhibition – biochemical, confirmation dose response, primary screen (AID 588689). Dengue-2 NS5 methyltransferase capping enzyme assay, biochemical; higher % means a stronger effect. one-dose inhibition, % at 25 µM; IC50 in µM for titrated hits. 340,000 tested, 0.3% active; in the data active = a potency from the dose series
GPR35 arrestin U2OS = inhibition of zaprinast-stimulated GPR35 beta-arrestin translocation – imaging, U2OS, beta-arrestin-GFP, zaprinast agonist, primary screen (AID 2058) | U2OS GPR35 beta-arrestin-GFP translocation imaging, zaprinast antagonism; higher % means a stronger effect | one-dose inhibition, % at 10 µM; IC50 in µM for titrated hits | 290,000 tested, 0.052% active;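 active = inhibition of at least 50% with at least 30 cells and total cytoplasm GFP at most 10,000,000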
NTR1 agonist = NTR1-driven beta-arrestin-GFP spot formation – imaging, U2OS cells, high content, primary screen (AID 493036). activation, % at 20 µM. 330,000 tested, 0.17% active. P30989. agonist mode;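 active = activation at or above 40% of the spot to cytoplasm intensity ratio, with at least 20 cells analyzed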;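 also: 0% = DMSO without peptide and 100% = 100 nM NTR1 peptide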
Target sequence (P30989 whole entry, looked up): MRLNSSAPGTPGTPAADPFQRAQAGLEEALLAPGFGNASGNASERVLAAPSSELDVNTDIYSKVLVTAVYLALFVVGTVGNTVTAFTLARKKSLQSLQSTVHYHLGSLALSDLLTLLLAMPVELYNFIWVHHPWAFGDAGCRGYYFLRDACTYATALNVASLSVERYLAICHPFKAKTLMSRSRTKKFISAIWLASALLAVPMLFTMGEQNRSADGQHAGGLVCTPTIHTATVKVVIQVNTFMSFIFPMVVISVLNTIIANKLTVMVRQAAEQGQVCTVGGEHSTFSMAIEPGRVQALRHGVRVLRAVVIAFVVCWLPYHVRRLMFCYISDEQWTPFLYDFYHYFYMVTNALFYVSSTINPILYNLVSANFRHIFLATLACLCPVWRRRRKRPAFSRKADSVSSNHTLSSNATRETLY
GPR55 antagonists = inhibition of LPI-stimulated GPR55 beta-arrestin translocation – imaging, U2OS, beta-arrestin-GFP, LPI agonist, primary screen (AID 2013); U2OS GPR55 beta-arrestin-GFP translocation imaging, LPI antagonism; higher % means a stronger effect; inhibition, % at 10 µM; hits with a dose series show IC50 in µM; 290,000 tested, 0.13% active;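 active = spots per cell inhibited over 60%, with over 100 cells counted and total cytoplasm intensity under 500,000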;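 also: U2OS cells stably carrying GPR55 and arrestin-GFP stimulated by 5 µM LPI near EC80; imaged beta-arrestin-GFP aggregate spots per cell after agonist stimulation; plate controls were LPI-stimulated DMSO wells for no effect and DMSO wells without LPI for full effect; some results filed as inactive read as strong as hits; confirmed hits need IC50 under 10 µM and bright autofluorescent wells are also inconclusive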
HIV peptide binding = inhibitors of HIV fusion peptide binding, primary screen, biochemical, uHTS, fluorescence dequenching (AID 1986); inhibition, % at 20 µM; hits with a dose series show IC50 in µM; 290,000 tested, 0.3% active; cell-free peptide binding, fluorescence dequenching, 30 min; higher % means a stronger effect; in the data active = inhibition mostly above about 52%, no sharp cut-off; inactive = mostly below about 76%; also: some results filed as inactive read as strong as hits
GPR55 beta-arrestin = selective activators of receptor GPR55 – imaging, U2OS cells, beta-arrestin-GFP redistribution, primary screen (AID 1961). 290,000 tested, 0.048% active. activation, % at 10 µM; hits with a dose series show EC50 in µM. U2OS GPR55 beta-arrestin-GFP redistribution imaging; higher % means a stronger effect;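 active = activation above 40% with more than 50 cells counted in the well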;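 also: U2OS osteosarcoma cells stably expressing GPR55 and beta-arrestin-GFP; plate controls were DMSO negative control for no effect and LPI positive control for full effect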
Siah-1 displacement = Siah-1 peptide-binding antagonists, primary screen, biochemical, fluorescence polarization, rhodamine-plectin, uHTS (AID 1817). Siah-1 / rhodamine-plectin peptide fluorescence polarization; higher % means a stronger effect. 290,000 tested, 0.02% active. displacement, % at 20 µM; hits with a dose series show IC50 in µM;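 active = displacement of at least 50% at 20 µM, with a fluorescence ratio check between 0.3 and a set limit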;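 also: plate controls were Siah plus tracer with DMSO for no effect and tracer alone without Siah for full effect; strong numbers were not always called active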
UTI89 phage lysis = inhibition of K1F phage lysis, E. coli UTI89, bacterial capsule biogenesis inhibitors, alamar blue (AID 488966); E. coli UTI89 K1F phage lysis, alamar blue, 2 h; higher % means a stronger effect; one-dose inhibition, % at 100 µM; IC50 in µM for titrated hits; 340,000 tested, 0.02% active;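 active = phage lysis inhibition, versus mean bacterial control, above a set limit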;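 also: capsule biogenesis inhibitors block K1F phage lysis so surviving cells raise fluorescence; higher fluorescence means more inhibition of phage lysis; actives were called in the ten point dose series up to 300 µM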
NTR1 agonist cell count 20 µM = also measured in NTR1 agonist; calls as there; cell count; measured here: cell count, cytotoxicity flag
Dengue-2 NS5 capping pilot replicate = also measured in Dengue-2 NS5 capping; calls as there; inhibition, %; measured here: pilot screen replicate inhibition
Starred values were filed as active, the others as inactive; x = no result given; [ ] = dose if it differs, or a comment. Compounds as they come. Share with any hit: about 1.2%.

SMILES | AID2073 | Dengue-2 NS5 capping | GPR35 arrestin U2OS | NTR1 agonist | NTR1 agonist cell count 20 µM | GPR55 antagonists | HIV peptide binding | GPR55 beta-arrestin | Siah-1 displacement | UTI89 phage lysis | others
COc1ccc(N(C(=O)c2csnn2)C(C(=O)NC2CCCC2)c2ccccc2)cc1 (stereo unspecified) | 12% | 1% | 0% | -0.6 | 54 | 6% | -1.3% | 0.3% | -5% | -0.5%
CCOC(=O)c1ccccc1NC(=O)CSc1ccccc1 | 9% | -5% | -5% | 1.8 | 48 | 10% | 2.4% | 0.2% | -3% | -0.3%
COc1ccc(-c2csc(N(CCCN(C)C)C(=O)c3cc(OC)c(OC)c(OC)c3)n2)cc1 | -4% | -8% | -13% | 0.2 | 63 | -2% | -1.0% | -0.2% | -4% | 1.4%
CCOC(=O)c1sc(NC(=O)CSc2nc3ccccc3o2)c(C(=O)OCC)c1C | -2% | 2% | 11% | 2.9 | 58 | -5% | 1.2% | -0.5% | -2% | 2.6%
Cc1ccc(Nc2ncccc2C(N)=O)cc1[N+](=O)[O-] | -9% | -2% | -2% | -0.5 | 98 | 0% | 1.9% | 0.2% | 4% | 0.5%
O=C(CCN1C(=O)C2CC=C(Cl)CC2C1=O)NCc1ccco1 (stereo unspecified) | -6% | 0% | 3% | 0.5 | 56 | 1% | 8.7% | -0.1% | -3% | 9.8%
CC1=C(C)CC(C(=O)N2CCN(Cc3ccccc3)CC2)C(C(=O)O)C1 (stereo unspecified) | 4% | -6% | -8% | 1.0 | 79 | 7% | -4.5% | -0.1% | -8% | 1.2%
Cc1nnc(NC(=O)C2CC(=O)N(C(C)c3ccccc3)C2)s1 (stereo unspecified) | 14% | 0% | 2% | 1.2 | 69 | 9% | -0.5% | 0.2% | 16% | 1.0%[50 µM]
COc1cccc(-n2c(SCC(=O)NCc3ccco3)nnc2-c2c[nH]c3ccccc23)c1 | -9% | -1% | 12% | 3.1 | 93 | -3% | 1.4% | 1.5% | -3% | -0.8%
CSc1nc2ccc(NS(=O)(=O)c3ccc(Cl)s3)cc2s1 | 0% | 3% | -4% | -1.1 | 80 | -15% | 2.0% | -0.1% | -3% | -0.1%
CCN(C(=O)CSc1ncccn1)C1CCS(=O)(=O)C1 (stereo unspecified) | -1% | 1% | -6% | -0.1 | 48 | 14% | -1.9% | -0.1% | 1% | 1.0%[50 µM]
Nc1ccc(Nc2nc3ccccc3[nH]2)cc1 | 0% | -1% | 2% | 0.8 | 62 | 17% | -4.2% | 0.4% | -5% | 2.4%
O=C(N/N=C/c1ccc(C(=O)O)cc1)C1=NNC(c2ccccc2)(c2ccccc2)C1 | 13% | -4% | -14% | 0.4 | 77 | 4% | 9.5% | 0.3% | 2% | -0.1%
O=C(CCSc1ccc(Cl)c(Cl)c1)NC12CC3CC(CC(C3)C1)C2 | 4% | -2% | 18% | 2.9 | 90 | 52% | 2.7% | -0.1% | 1% | 0.1%
CC(=O)Nc1ccc(NC(=O)C(C)NC(C)c2cccc3ccccc23)cc1 (stereo unspecified) | 6% | 1% | 5% | 0.2 | 42 | -6% | -0.5% | -0.2% | -2% | 0.3%
O=C(COc1ncnc2ccc(Br)cc12)NCc1ccco1 | 0% | -1% | -7% | -0.7 | 51 | -7% | -0.9% | -1.9% | -1% | 0.2%
COC(=O)c1c(C(=O)OC)c(-c2cccc(C)c2)n2c1CS(=O)C2 (stereo unspecified) | -12% | -7% | 17% | -0.2 | 41 | 1% | -0.3% | -0.4% | 0% | -0.6%
CCN(CC)CC(=O)N1N=C(c2cccs2)CC1c1ccco1 (stereo unspecified) | -7% | -8% | 24% | -0.7 | 42 | -18% | -2.6% | -0.1% | -3% | 0.6%
COc1ccc(OC)c2[nH]c(=O)c(CCNC(=O)CC(C)C)cc12 | 22% | -5% | -2% | 0.3 | 37 | 3% | -0.3% | -0.1% | -2% | 0.2%
S=c1[nH]nc(-c2n[nH]c3c2CCC3)n1/N=C/C=C/c1ccccc1 | -43% | x | -15% | 1.9 | 63 | 4% | 0.3% | -0.1% | 20% | x
COc1ccc(N(C(=O)c2snc(C(N)=O)c2N)C(C(=O)NC2CCCCC2)c2ccc(C)o2)cc1 (stereo unspecified) | 10% | 5% | -7% | 3.3 | 67 | -1% | 0.0% | 0.7% | 5% | 0.0%
Cc1cnc(C(=O)N2CCCC(C(=O)c3cccc(OC(C)C)c3)C2)cn1 (stereo unspecified) | 6% | -6% | 10% | 2.5 | 41 | 1% | -1.1% | 0.0% | -2% | 0.1%
NS(=O)(=O)c1ccc(CCNC(=O)C2(S(=O)(=O)c3ccc(Cl)cc3)CC2)cc1 | 4% | -5% | 0% | -2.0 | 85 | -2% | 2.1% | -0.1% | 3% | 0.2%
Cc1ccccc1-c1ocnc1C(=O)Nc1ccccc1NC(=O)c1ccccn1 | -6% | -3% | -1% | 2.5 | 39 | 2% | -1.1% | -0.1% | -3% | 2.7%
CC(CN1CCN(C/C=C/c2ccccc2)CC1)c1ccccc1 (stereo unspecified) | 8% | -1% | -13% | 0.7 | 63 | 7% | -0.4% | -0.3% | 0% | -0.3%
COc1ccc(/C=N/n2c(-c3ccc(C)cc3)n[nH]c2=S)cc1OC | -62% | 5% | -1% | 1.3 | 56 | -3% | -1.0% | 0.0% | 4% | 0.7%
COc1ccc(C(=O)NCc2nnc(SCC(=O)NCc3ccco3)o2)cc1 | -6% | 1% | 0% | -1.4 | 59 | -3% | 0.6% | 0.2% | 2% | 0.2%
COc1cccc(N(C(=O)Cn2nnc(-c3cccs3)n2)C(C(=O)NC(C)C)c2ccc(C)o2)c1 (stereo unspecified) | -15% | -2% | 3% | -0.9 | 37 | -2% | -0.1% | -0.1% | -3% | -0.4%
CCC(=O)c1ccc(OCc2ccc(C#N)cc2)cc1 | 10% | 3% | 1% | 4.9 | 61 | 4% | 0.6% | -0.1% | 0% | 0.6%
CCCc1nn2c(=O)cc(CSCC(=O)Nc3ccc(F)cc3)nc2s1 | -5% | -5% | 8% | -1.0 | 62 | 2% | 1.0% | -0.1% | 1% | -0.2%
CC1(C(=O)NCc2cccnc2)CCC(=O)N1Cc1cccs1 (stereo unspecified) | 0% | -2% | -5% | 0.0 | 67 | 11% | -0.8% | -0.2% | 6% | -0.6%
CN1CCN(C(=S)NC(=O)c2ccccc2Br)CC1 | -2% | 3% | 7% | 0.0 | 55 | 2% | 1.6% | -0.1% | 0% | 1.1%[50 µM]
CSCCC1NC2(C(=O)Nc3ccc(Cl)cc32)[C@@H]2C(=O)N(C3CCCC3)C(=O)[C@H]12 (stereo partly specified) | 2% | x | 19% | 5.2 | 58 | -31% | 8.6% | 0.2% | 4% | x
Cc1ccc(NC(=S)NNc2ccc([N+](=O)[O-])cc2S(=O)(=O)Nc2ccccc2C(=O)O)cc1C | -12% | >100µM* | 45% | x | x | 4% | 7.4µM* | 0.1% | 1% | 4.0%
COc1cc(NC(=O)CN(C)S(=O)(=O)c2ccc(C)cc2)cc(OC)c1 | -3% | -4% | 1% | -1.9 | 94 | 8% | -1.9% | -0.1% | -5% | -0.9%
COc1ccc(-c2nc(-c3ccccc3)nc(Cl)c2C#N)cc1 | 11% | 3% | -8% | 3.3 | 81 | 5% | 18% | -0.1% | 4% | 0.6% | Dengue-2 NS5 capping pilot replicate=-4.0

By substructure: those above with bromine.
SMILES | AID2073 | Dengue-2 NS5 capping | GPR35 arrestin U2OS | NTR1 agonist | NTR1 agonist cell count 20 µM | GPR55 antagonists | HIV peptide binding | GPR55 beta-arrestin | Siah-1 displacement | UTI89 phage lysis | others
O=C(COc1ncnc2ccc(Br)cc12)NCc1ccco1 | 0% | -1% | -7% | -0.7 | 51 | -7% | -0.9% | -1.9% | -1% | 0.2%
CN1CCN(C(=S)NC(=O)c2ccccc2Br)CC1 | -2% | 3% | 7% | 0.0 | 55 | 2% | 1.6% | -0.1% | 0% | 1.1%[50 µM]

Further entries.
SMILES | AID2073 | Dengue-2 NS5 capping | GPR35 arrestin U2OS | NTR1 agonist | NTR1 agonist cell count 20 µM | GPR55 antagonists | HIV peptide binding | GPR55 beta-arrestin | Siah-1 displacement | UTI89 phage lysis | others
O=C1CCCc2oc3c(cc(NS(=O)(=O)c4ccc5c6c(cccc46)C(=O)N5)c4ccccc43)c21 | 43% | 4% | -1% | 6.3 | 66 | -1% | -1.4% | 0.4% | -2% | 0.1%
CCOC(=O)c1cncc(C#CCOC(=O)Nc2ccc(OC(F)(F)F)cc2)c1 | 4% | -1% | 3% | 0.0 | 43 | 6% | -0.9% | -0.2% | -1% | -0.1%
COc1ccc(CCN(Cc2cc3cc(C)c(C)cc3nc2Cl)C(=O)C2CC2)cc1 | 2% | -2% | 0% | 5.1 | 50 | -12% | 2.4% | 0.0% | 4% | 3.0%
CC1(c2ccc(Cl)cc2)NC(=O)N(CC(=O)c2ccc3c(c2)OCO3)C1=O (stereo unspecified) | 9% | 0% | 7% | 1.6 | 55 | 17% | 0.6% | 0.0% | 9% | 1.4%[50 µM]
CCc1cccc(N(C(=O)c2csnn2)C(C(=O)NC2CCCCC2)c2ccncc2)c1 (stereo unspecified) | 11% | -3% | -3% | 1.8 | 50 | 0% | -1.1% | 0.0% | -2% | -0.3%
Cc1nnc(-c2ccccc2)nc1N(C)C | -7% | -5% | -15% | 2.6 | 38 | -4% | 0.1% | -0.1% | 15% | -0.1%
COc1ccc(CN(C)S(=O)(=O)c2nnc(NC(=O)c3cccc(F)c3)s2)cc1OC | 39% | -1% | 11% | 0.3 | 67 | 8% | 23% | -0.2% | 1% | 0.1%
C=CCCC(=O)N1CCCC(C(=O)c2cccc(OC)c2)C1 (stereo unspecified) | 6% | -9% | 10% | 0.5 | 63 | 5% | -1.3% | -0.4% | -4% | 1.8%

2 entries picked at random from those above, as already listed:
SMILES | AID2073 | Dengue-2 NS5 capping | GPR35 arrestin U2OS | NTR1 agonist | NTR1 agonist cell count 20 µM | GPR55 antagonists | HIV peptide binding | GPR55 beta-arrestin | Siah-1 displacement | UTI89 phage lysis | others
COc1ccc(CCN(Cc2cc3cc(C)c(C)cc3nc2Cl)C(=O)C2CC2)cc1 | 2% | -2% | 0% | 5.1 | 50 | -12% | 2.4% | 0.0% | 4% | 3.0%
Cc1nnc(-c2ccccc2)nc1N(C)C | -7% | -5% | -15% | 2.6 | 38 | -4% | 0.1% | -0.1% | 15% | -0.1%
